Tb PGK inh: blocks T. brucei phosphoglycerate kinase | AID 602233 | P07378 | Potency, µM (titrated, usually from 57.5 µM), for inactives: at the highest dose activity change, negative = inhibition, actives largely listed as inhibitors | 380,000 tested, 0.043% active | PGK/GAPDH coupled, Kinase-Glo luminescence, 60 min; note: potency is the fitted concentration of half-maximal effect; % is set by controls: 0 for no effect and ±100 for the full control effect; nearly all actives have a fitted effect of over 60% in size
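Luminescent ATP detection (Kinase-Glo Plus) follows a 60-minute room-temperature incubation, with wells lacking PGK as controls. Buffer: 100 mM TEA (pH 7.6), 5 mM MgCl2, 0.01% Tween-20. Coupling enzyme GAPDH (100 nM final) supplies unstable 1,3-BPG in-well.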
Pol kappa inh: DNA polymerase kappa (human) inhibition; purified Pol kappa, fluorescent DNA synthesis assay, 10 min; Q9UBT6; 400,000 tested, 0.53% active; Potency, µM (highest dose often 107 µM), for the others: top-dose activity, negative = inhibition, actives largely listed as inhibitors; note: potency is the fitted concentration of half-maximal effect; % is set by controls: 0 for no effect and ±100 for the full control effect
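First, compounds were pin-transferred onto 10 nM Pol kappa. After 15 min at room temperature, substrate was added to 50 nM final. Fluorescence was then measured kinetically at 0 and 10 min.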
RXFP1 antag: antagonists of human relaxin receptor RXFP1; Q9HBX9; HEK293-RXFP1, relaxin-stimulated cAMP HTRF, 30 min; active compounds read low; activity change, negative = inhibition, % at 57.5 µM; 350,000 tested, 0.59% active; AID 1259400;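 active = activity change of -60% or lower, but not beyond a set lower limit; inconclusive = change between -60% and -40%, or beyond the set limit; inactive = change above -40%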; note: % is set by controls: 0 for no effect and ±100 for the full control effect
BLM helicase inh: inhibitors of human Bloom syndrome helicase BLM | P54132 | recombinant BLM DNA unwinding, fluorescence dequenching | Potency, µM (highest dose often 56.1 µM), without a hit: at the top dose activity change, negative = inhibition, actives largely listed as inhibitors | 350,000 tested, 0.2% active;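 note: potency is the fitted concentration of half-maximal effect; plate controls were vehicle for no effect and no enzyme for full effect; nearly all actives have a fitted effect of over 35% in size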
Pol beta inh: blocks human DNA polymerase beta activity | P06746 | Pol beta primer extension/strand displacement, fluorescence kinetic | Potency, µM (series often up to 114 µM), for the others: top-dose activity change, negative = inhibition, hits mostly inhibitors | 340,000 tested, 1.3% active | AID 485314; note: potency is the fitted concentration of half-maximal effect; % is set by controls: 0 for no effect and ±100 for the full control effect
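Pol beta (10 nM) and compounds were preincubated 15 min at room temperature, then 50 nM substrate (final) started primer extension/strand displacement. Reads were taken at 0 and 10 min; concentration-response data were fitted to a four-parameter Hill equation.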
Apoferritin bind: binds horse apoferritin like a general anesthetic; P02791; apoferritin/1-aminoanthracene competitive binding, fluorescence; Potency, µM (series often up to 77.5 µM), without a hit: at the highest dose activity change, negative = displacement, actives largely listed as inhibitors; 350,000 tested, 0.074% active; note: potency is the fitted concentration of half-maximal effect; % is set by controls: 0 for no effect and ±100 for the full control effect; nearly all actives have a fitted effect of over 20% in size
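In PBS, apoferritin at 10 uM is loaded with 1-AMA from a 50% saturated solution. After 10 min of compound exposure at ambient temperature, reduced 535 nm fluorescence indicates probe displacement.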
POLH inh: DNA polymerase eta (human) inhibition. Q9Y253. recombinant Pol eta, fluorescent DNA replication assay. Potency, µM (top dose mostly 114 µM), for the others: at the highest dose activity change, negative = inhibition, most hits filed as inhibitors. 390,000 tested, 1.2% active; note: potency is the fitted concentration of half-maximal effect; % is set by controls: 0 for no effect and ±100 for the full control effect
Target sequence (Q9Y253 whole entry, looked up): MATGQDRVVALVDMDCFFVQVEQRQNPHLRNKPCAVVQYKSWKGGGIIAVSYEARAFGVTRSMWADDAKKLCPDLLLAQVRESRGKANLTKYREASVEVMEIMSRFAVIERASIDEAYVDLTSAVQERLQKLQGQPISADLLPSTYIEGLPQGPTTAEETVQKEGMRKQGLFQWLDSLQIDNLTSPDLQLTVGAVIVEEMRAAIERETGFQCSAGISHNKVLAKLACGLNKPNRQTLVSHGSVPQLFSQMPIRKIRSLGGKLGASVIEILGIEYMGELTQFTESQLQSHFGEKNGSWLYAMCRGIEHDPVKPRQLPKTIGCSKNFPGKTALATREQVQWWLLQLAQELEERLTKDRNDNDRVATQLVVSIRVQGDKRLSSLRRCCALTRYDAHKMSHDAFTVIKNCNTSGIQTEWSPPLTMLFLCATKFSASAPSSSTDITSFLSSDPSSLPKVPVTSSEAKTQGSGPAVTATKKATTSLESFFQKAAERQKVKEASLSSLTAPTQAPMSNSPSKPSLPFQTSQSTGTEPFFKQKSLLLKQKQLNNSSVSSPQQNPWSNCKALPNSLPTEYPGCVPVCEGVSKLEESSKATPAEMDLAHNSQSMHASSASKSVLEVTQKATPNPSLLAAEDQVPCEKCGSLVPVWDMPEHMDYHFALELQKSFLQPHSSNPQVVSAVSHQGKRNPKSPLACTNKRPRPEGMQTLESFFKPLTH
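Pol eta (10 nM) was preincubated with compounds for 15 min at room temperature, after which fluorescent replication substrate (50 nM final) was added to start the reaction. Fluorescence was read kinetically at 0 and 10 min.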
Pol iota inh: inhibitors of human DNA polymerase iota; Pol iota fluorescent replication assay, 10 min; Potency, µM (doses to about 115 µM), for inactives: at the top dose activity, negative = inhibition, most hits filed as inhibitors; 390,000 tested, 1% active; AID 588590; note: potency is the fitted concentration of half-maximal effect
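Pol iota at 10 nM preincubated 15 min with compounds at room temperature; reaction started with fluorescent substrate, 50 nM final. Fluorescence read kinetically at 0 and 10 min; buffer-only wells as negative control.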
APE1 inh: blocks human APE1 abasic DNA cleavage; P27695; 350,000 tested, 0.35% active; recombinant APE1, TAMRA/BHQ-2 abasic DNA cleavage fluorescence; AID 2517; Potency, µM (series often up to 65.8 µM), for inactives: at the top dose activity change, negative = inhibition, most hits filed as inhibitors;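 note: potency is the fitted concentration of half-maximal effect; plate controls were vehicle for no effect and reference inhibitor for full effect; nearly all actives have a fitted effect of over 55% in size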
Target sequence (P27695 whole entry, looked up): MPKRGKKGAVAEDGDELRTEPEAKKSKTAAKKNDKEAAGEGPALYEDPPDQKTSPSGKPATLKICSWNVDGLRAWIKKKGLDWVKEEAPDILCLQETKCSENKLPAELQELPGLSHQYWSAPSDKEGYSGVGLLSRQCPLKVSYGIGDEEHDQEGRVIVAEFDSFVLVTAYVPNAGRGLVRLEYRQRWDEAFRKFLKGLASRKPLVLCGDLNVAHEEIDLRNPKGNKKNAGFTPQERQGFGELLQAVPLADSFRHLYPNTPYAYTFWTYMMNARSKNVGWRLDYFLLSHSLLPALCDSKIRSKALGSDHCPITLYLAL
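APE1 at 0.75 nM preincubated 15 min at room temperature with compound. Reaction then started with 50 nM double-stranded THF-abasic substrate labelled with TAMRA/BHQ-2, and 525/598 nm fluorescence read kinetically. Activity taken as third-minus-first read difference, normalized to DMSO and NSC13755 controls.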
* marks the source's active call; other numbers are inactive results; i = inactive; ? = inconclusive; . = no result given; & = joins results of further samples; [ ] = another dose, or the depositor's remark. Unless noted, calls come from the whole dose curve; as a rule, active = well fitted curve in the direction sought with a large enough effect; inconclusive = small, poorly fitted or top-dose-only effect, or another doubt; inactive = no such curve, though single readings can be large; an effect the other way counts as inactive or inconclusive. Only part of the results is shown; count on the stated rates, not on these rows.

SMILES | Tb PGK inh | Pol kappa inh | RXFP1 antag | BLM helicase inh | Pol beta inh | Apoferritin bind | POLH inh | Pol iota inh | APE1 inh
Cc1ccc(CCNS(=O)(=O)c2c(C)nc3sc(C)c(C)n3c2=O)cc1 | 4% | -5% | -4 | -8% | -2% | -7% | -18% | 30% | .
COc1ccc(OC)c(NC(=O)Cn2cc(C(=O)c3ccco3)c3ccccc32)c1 | . | -7% | 13 | -3% | 13% | -2% | 1% | 3% | -10%
Cc1ccccc1N=C/C=C1\N(C)c2ccccc2C1(C)C | -8% | -4% | 12 | 5% | 12% | ? | -8% | ? | ?
O=C(O)CCc1ccc(-c2ccc(Cl)cc2)n1Cc1ccco1 | -3% | -2% | 6 | -8% | ? | 0% | ? | 43% | -2%
C=CCNC(=O)c1c2c(nc3ccccc13)-c1ccccc1CC2 | i | 1% | 9 | 0% | 0% | -17% | 2% | 13% | -5%
COc1ccc(CCC(=O)Nc2ccc(Cn3ccnc3)cc2)cc1 | -1% | -17% | 0 | 2% | 2% | -10% | -7% | 15% | -11%
O=C(CNC(=O)c1ccccc1)OCC(=O)c1c[nH]c2ccccc12 | 2% | 5% | -10 | . | . | . | -8% | 8% | 4%
Cc1ccc(N2C(=O)N(CC(=O)c3cc(C)ccc3C)C(=O)C2C)cc1 (stereo not given) | 6% | -18% | -5 | -6% | 1% | -19% | -9% | 13% | 3%
Nc1ccc(N2CCOCC2)c(S(=O)(=O)Nc2cc(Cl)ccc2Cl)c1 | 11% | -16% | 3 | -9% | ? | -18% | ? | ? | -8%
O=C(N/N=C/c1ccccc1)C(O)c1ccccc1 (stereo not given) | 0% | -6% | 1 | -6% | 7% | -14% | 4% | -13% | 2%
Cc1ccc2nc3c(cc(C(=O)NC4CCCC4)c(=N)n3C3CCCCC3)c(=O)n2c1 | 7% | -15% | -12 | 1% | 58% | 8% | -18% | 71%[activator] | -9%
COc1cc2c(=O)n(CC3CCCO3)c(=O)n(CC(=O)Nc3ccccc3)c2cc1OC (stereo not given) | i | 3% | . | -1% | 8% | -18% | -3% | -8% | 59%[activator]
Cc1cc(C(=O)N[C@@H](c2ccccc2)[C@]2(C)C[C@H]2[C@@H](C)C(=O)Nc2ccc3ccccc3c2)no1 | i | -1% | . | -2%&-8% | 5% | -13%&-8% | -10% | 2% | 12%&-7%
Cc1ccc(C(=O)Nc2cccc(C(=O)N3CCN(C)CC3)c2)cc1 | 2% | -5% | -2 | 2% | 21% | -9% | -6% | -13% | 0%
COc1ccc(OC)c(NC(=O)Cc2csc(NC(=O)Nc3ccccc3OC)n2)c1 | -5% | -16% | 5 | . | . | . | -12% | -1% | -23%
NS(=O)(=O)c1ccc(NC(=O)COC(=O)C2CC(=O)N(Cc3ccccc3)C2)cc1 (stereo not given) | -16% | -6% | -4 | 3% | -2% | -3% | 0% | 3% | ?
O=[N+]([O-])c1ccc2nc(-c3ccccc3)cc(-c3ccccc3)c2c1 | 4% | -9% | -2 | -4% | 21% | 3% | -8% | 13% | -5%
CCOc1ccc(C(=O)Nc2ccc(C(=O)N3CCOCC3)cc2)c(OCC)c1 | i | 0% | -2 | -11% | 8% | -5% | -2% | 18% | 2%
Cc1ccc(NS(=O)(=O)c2c(C)[nH]c(=O)[nH]c2=O)c(Br)c1 | . | ? | 3 | -13% | 3% | 1% | -11% | ? | -3%
CCC/C(=N\NC(=O)CCC(=O)NCc1ccccc1)c1ccccc1 | -7% | -6% | -3 | -1% | 17% | ? | -5% | 26% | -2%
C[C@@H]1CN([C@H](C)CO)C(=O)c2cc(NS(=O)(=O)c3cccs3)ccc2O[C@H]1CN(C)Cc1ccccc1 | -5% | -5% | . | . | . | . | -3% | . | 7%
Cc1cc(C(=O)O)cc(Br)c1N | -9% | -4% | 3 | 0% | 19% | -2% | -21% | 107%[activator] | ?
CCNc1nc(NCC)nc(NC(N)=S)n1 | -4% | -11% | -30 | -7% | 28% | -3% | 8% | 131%[activator] | 1%
COc1ccc(C2NN=C(c3ccc(C)cc3)S2)cc1 (stereo not given) | -1% | -13% | 7 | -2% | 2% | -6% | -18% | 2% | 0%
Cc1c(NC(=O)COc2ncnc3ccccc23)c(=O)n(-c2ccccc2)n1C | i | -3% | -1 | 0% | -7% | -12% | -15% | 2% | -4%
Further entries:
SMILES | Tb PGK inh | Pol kappa inh | RXFP1 antag | BLM helicase inh | Pol beta inh | Apoferritin bind | POLH inh | Pol iota inh | APE1 inh
Cn1c(=O)c2c(nc(CN3CCOCC3)n2CC(=O)c2ccccc2)n(C)c1=O | -6% | -5% | -8 | . | . | . | -20% | 9% | .
COc1cccc(/C=C/C(=O)NCc2ccc3c(c2)OCO3)c1 | -1% | 4% | -10 | -1% | 1% | 0% | -13% | 11% | -7%[12.4 µM]
COc1nc2c(s1)C(=O)NCCC2 | 13% | -15% | -2 | -2% | -9% | -2% | -19% | 17% | 1%
O=C(COc1ccccc1)NC1CCCCC1 | -3% | -21% | 2 | 3% | 39% | 0% | -12% | -7% | 2%
CCOC(=O)CCC(=O)NNC(=O)c1ccc(NC(=O)c2ccccc2)cc1 | -6% | 0% | 4 | -16% | -6% | 1% | -6% | 18% | 0%
COc1ccc(NC(=O)C2CCCC2)cn1 | i | -3% | -12 | -2% | 44% | 5% | -23% | 87%[activator] | 5%
COc1ccc(/C=C(\NC(=O)c2ccccc2Cl)C(=O)NCCCC(=O)O)cc1 | -2% | -1% | 5 | -1% | 9% | -1% | -17% | 25% | 24%
CC(=O)NC(CCS(C)(=O)=O)C(=O)Nc1ccc2c(c1)OCCO2 (stereo not given) | -3% | -13% | -1 | 0% | 9% | -4% | -1% | 17% | -2%
COC1=CC(=O)C[C@@H](C)[C@]12Oc1c(Cl)c(OC)cc(OC)c1C2=O | -2% | -17% | -14 | -2%&7%&-9% | -1% | -11%&-7% | -14% | 19% | -11%&-7%&2%
Nc1c(Cl)cnn(-c2ccccc2)c1=O | -1% | -15% | 7 | . | . | . | -5% | 13% | .
C=CCNC(=O)C1CC2c3ccccc3C1c1ccccc12 (stereo not given) | i | 4% | -16 | . | . | . | -17% | 127%[activator] | .
CCCCCCn1c(N2CCC(C(N)=O)CC2)nc2c1c(=O)[nH]c(=O)n2C | -7% | -11% | -1 | 0% | 13% | -13% | -10% | 37%[activator] | 0%
CCOC(=O)CNC(=O)c1ccccc1Br | 3% | -4% | -6 | -1% | 20% | -15% | -21% | 13% | 11%
Cc1ccc2c(c1)C1NC(=S)NC(C)(O2)C1C(=O)Nc1ccc(Cl)cc1 (stereo not given) | -2% | -5% | -14 | 0% | 1% | -6% | -5% | -9% | -1%
CCC1(C)Cc2ccccc2-c2nc[nH]c(=O)c21 (stereo not given) | -7% | -11% | -6 | -4% | 3% | 2% | 4% | 72%[activator] | 4%
O=C(COC(=O)CCc1ccc(S(=O)(=O)N2CCCCC2)cc1)Nc1ccc2c(c1)OCO2 | 3% | -18% | -10 | -7% | 10% | -12% | -14% | 3% | 1%
CCOC(=O)c1ccc(-n2c(C)nc3c(cnn3-c3ccc(Cl)cc3)c2=O)cc1 | -2% | -21%&7% | -19 | -3%&-3% | -9%&1% | -5%&-7% | -17%&-4% | -10%&-6% | -3%
COc1cc(/C=N/NC(=O)[C@H](Cc2c[nH]c3ccccc23)NC(=O)OCC(C)C)cc([N+](=O)[O-])c1O | -11% | 1% | . | -11% | 1% | -12% | 2% | -10% | 11%
COc1ccc(C2(C)NC(=O)N(CC(=O)NC3CCCC3)C2=O)cc1OC (stereo not given) | 2% | 1% | -3 | . | . | . | -8% | -6% | 12%

Complete entries from above:
`COc1cccc(/C=C/C(=O)NCc2ccc3c(c2)OCO3)c1` as listed: Tb PGK inh = -1%; Pol kappa inh = 4%; RXFP1 antag = -10; BLM helicase inh = -1%; Pol beta inh = 1%; Apoferritin bind = 0%; POLH inh = -13%; Pol iota inh = 11%; APE1 inh = -7%[12.4 µM]
`CCOC(=O)c1ccc(-n2c(C)nc3c(cnn3-c3ccc(Cl)cc3)c2=O)cc1` as listed: Tb PGK inh = -2%; Pol kappa inh = -21%&7%; RXFP1 antag = -19; BLM helicase inh = -3%&-3%; Pol beta inh = -9%&1%; Apoferritin bind = -5%&-7%; POLH inh = -17%&-4%; Pol iota inh = -10%&-6%; APE1 inh = -3%

Two records drawn at random from those above, as already listed:
SMILES | Tb PGK inh | Pol kappa inh | RXFP1 antag | BLM helicase inh | Pol beta inh | Apoferritin bind | POLH inh | Pol iota inh | APE1 inh
COC1=CC(=O)C[C@@H](C)[C@]12Oc1c(Cl)c(OC)cc(OC)c1C2=O | -2% | -17% | -14 | -2%&7%&-9% | -1% | -11%&-7% | -14% | 19% | -11%&-7%&2%
Cc1ccc2nc3c(cc(C(=O)NC4CCCC4)c(=N)n3C3CCCCC3)c(=O)n2c1 | 7% | -15% | -12 | 1% | 58% | 8% | -18% | 71%[activator] | -9%

Another view of some results above:
SMILES,Tb PGK inh,Pol kappa inh,RXFP1 antag,BLM helicase inh,Pol beta inh,Apoferritin bind,POLH inh,Pol iota inh,APE1 inh
COc1ccc(/C=C(\NC(=O)c2ccccc2Cl)C(=O)NCCCC(=O)O)cc1,-2%,-1%,5,-1%,9%,-1%,-17%,25%,24%
CC(=O)NC(CCS(C)(=O)=O)C(=O)Nc1ccc2c(c1)OCCO2 (stereo not given),-3%,-13%,-1,0%,9%,-4%,-1%,17%,-2%
COC1=CC(=O)C[C@@H](C)[C@]12Oc1c(Cl)c(OC)cc(OC)c1C2=O,-2%,-17%,-14,-2%&7%&-9%,-1%,-11%&-7%,-14%,19%,-11%&-7%&2%

Screening results (PubChem)
